# VIM-2 inh: blocks Pseudomonas aeruginosa VIM-2 metallo-beta-lactamase. inhibition, % at 5.6 µM. purified VIM-2, nitrocefin hydrolysis, epi-absorbance fluorescence. 0.89% of 290,000 active;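 active = inhibition above the mean of all tested compounds plus 3 SD, cutoff set per screening run, cut at about 7.5% in these data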;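 note: red hydrolysis product quenches plate fluorescence so inhibitors raise well fluorescence; 0% = enzyme with DMSO and 100% = DMSO without enzyme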
# p-CIP stab down: compounds decreasing mouse p/CIP protein stability | decrease of EGFP signal, % at 10 µM | F442A p/CIP-EGFP cells, EGFP fluorescence, 16 h | AID 1984 | 0.01% of 290,000 active;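 active = EGFP signal decrease of at least 30% at 10 µM or well 3 SD below plate mean, unless failing retest; inactive = the rest, including hits failing retest or dose response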; note: some compounds called inactive have numbers as strong as hits; many of its hits are not listed in these tables
# IMP-1 inh: blocks Pseudomonas aeruginosa IMP-1 metallo-beta-lactamase. purified IMP-1, nitrocefin hydrolysis, epi-absorbance fluorescence. inhibition, % at 5.6 µM. 0.45% of 290,000 active;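 active = inhibition above the mean plus 3 SD of all compounds in the same screening run, cut at about 4.5% in these data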;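 note: 0% = IMP-1 with DMSO and 100% = DMSO wells lacking enzyme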
#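 System: Purified IMP-1 | Read-out basis: Percent enzyme inhibition | Controls: IMP-1 with DMSO as 0%, enzyme-free DMSO as 100% | Replicates: One well per compound | Doses: 5.6 µM nominal single concentration | Detection: Epi-absorbance fluorescence, 480 nm excitation, 530 nm emission | Incubation: 25 °C, 15 min preincubation, 25 min reaction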
# PHOSPHO1 block: PHOSPHO1 (human) inhibition; Q8TCT1; AID 1565; recombinant PHOSPHO1, absorbance phosphatase assay; 1.1% of 290,000 active; inhibition, % at 13.3 µM; in the data active = inhibition above about 60%
# Target sequence (Q8TCT1 whole entry, looked up): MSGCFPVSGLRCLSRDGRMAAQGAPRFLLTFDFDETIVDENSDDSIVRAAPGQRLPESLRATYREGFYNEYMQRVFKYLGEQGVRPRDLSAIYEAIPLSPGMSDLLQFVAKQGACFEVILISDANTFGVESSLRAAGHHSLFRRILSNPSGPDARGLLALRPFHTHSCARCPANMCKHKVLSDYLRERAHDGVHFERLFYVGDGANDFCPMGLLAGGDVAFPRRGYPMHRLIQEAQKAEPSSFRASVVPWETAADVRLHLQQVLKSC
# MEKK3 PB1 HTS: MEKK3-MEK5 PB1 interaction, increase or decrease; binding response (% of control), % at 10 µM; 1.4% of 290,000 active; Q99759; bead-based flow cytometry, Alexa488-MEK5 binding to MEKK3; actives lie on both sides; 0 = blocked by unlabeled MEK5, 100 = vehicle;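 active = binding response more than 3 SD above or below the average of its plate-row segment, actives on both sides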;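 note: Alexa488 bead fluorescence after subtracting the streptavidin-only scavenger bead signal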
# Target sequence (Q99759 whole entry, looked up): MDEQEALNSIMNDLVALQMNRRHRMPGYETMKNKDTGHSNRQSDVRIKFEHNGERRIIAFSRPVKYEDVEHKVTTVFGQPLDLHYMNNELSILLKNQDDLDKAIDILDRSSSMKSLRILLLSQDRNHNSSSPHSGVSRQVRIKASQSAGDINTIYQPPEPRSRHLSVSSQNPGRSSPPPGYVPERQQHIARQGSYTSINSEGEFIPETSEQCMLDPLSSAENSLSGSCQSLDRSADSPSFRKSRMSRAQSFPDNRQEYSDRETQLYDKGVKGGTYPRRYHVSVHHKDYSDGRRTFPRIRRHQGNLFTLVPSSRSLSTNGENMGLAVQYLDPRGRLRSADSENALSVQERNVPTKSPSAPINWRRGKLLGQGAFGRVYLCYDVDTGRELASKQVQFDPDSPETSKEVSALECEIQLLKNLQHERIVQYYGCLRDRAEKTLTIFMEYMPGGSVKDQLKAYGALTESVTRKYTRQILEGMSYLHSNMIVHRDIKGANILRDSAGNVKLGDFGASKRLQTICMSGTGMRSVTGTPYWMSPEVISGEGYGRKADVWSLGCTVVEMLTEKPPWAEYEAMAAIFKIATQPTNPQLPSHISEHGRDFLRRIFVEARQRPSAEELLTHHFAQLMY
# IDE act: boosts human insulin-degrading enzyme activity in HEK cells; activation, % at 5.96 µM; AID 493087; P14735; FAbeta-B cleavage, fluorescence polarization; 0% vehicle, 100% cell-free pure enzyme wells; 0.073% of 340,000 active;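 active = activation above the mean of all tested compounds plus 3 SD, set per screening campaign, cut at about 17% in these data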
# FID counter: displaces DNA intercalator in HCV helicase counter-screen; AID 1845; inhibition, % at 7.9 µM; 0.17% of 290,000 active; DNA fluorescent intercalator displacement, fluorescence; in the data active = inhibition above about 37%;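 note: 0% = vehicle and 100% = reference compound; higher means more ethidium bromide displaced from hairpin DNA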
# UBC9 SUMO inh: blocks human SUMOylation mediated by UBC9. inhibition, % at 35 µM. 0.36% of 290,000 active. HTRF SUMOylation assay, SAE1/SAE2 + UBC9, in vitro; in the data active = inhibition above about 50%, passing the limit was not always enough; note: strong numbers were not always called active
# Target sequence (P63279 whole entry, looked up): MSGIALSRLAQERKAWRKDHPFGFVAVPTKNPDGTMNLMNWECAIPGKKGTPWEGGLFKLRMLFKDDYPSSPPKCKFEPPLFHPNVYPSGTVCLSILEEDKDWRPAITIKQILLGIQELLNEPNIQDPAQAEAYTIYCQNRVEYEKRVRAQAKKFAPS
# HCV NS3 hel inh: HCV NS3 helicase inhibition | NS3 helicase DNA unwinding, Cy5 molecular beacon fluorescence | inhibition, % at 10.9 µM | 0.56% of 290,000 active | AID 1800;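 active = inhibition above the mean of all tested compounds plus 3 SD, set per campaign, cut at about 35% in these data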;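 note: 0% = DMSO wells and 100% = thioflavine S control wells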
#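 Test system: hepatitis C virus NS3 helicase domain fragment enzyme. Also added: annealed dual-labelled DNA beacon duplex, ATP-started. Timing: 60 min unwinding reaction at 25 °C after ATP addition. Technique: Cy5 fluorescence. Measure: % inhibition of unwinding.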
# The depositor's hits bear a star; / = not tested or not shown; [ ] = remark or other dose. Only part of the results is shown. The share of hits here may be higher or lower than overall.
SMILES,VIM-2 inh,p-CIP stab down,IMP-1 inh,PHOSPHO1 block,MEKK3 PB1 HTS,IDE act,FID counter,UBC9 SUMO inh,HCV NS3 hel inh
CCCn1cc(C(=O)N(C)C2CCCN(Cc3ccccc3F)C2)c(C)n1 (configuration not stated),-1.9,-4.9,-0.6,37.6,107.0,3.2,-14.1,-6.1,2.5
COc1ccc(OCCn2c(=N)n(CCO)c3ccccc32)cc1,-5.4,8.5,-4.0,-1.5,107.0,3.3,8.2,25.4,-3.1
Cc1nc(NC(=O)C2CC2)sc1C(=O)Nc1ccccc1,-0.9,-2.0,-3.2,13.9,104.0,2.4,-5.3,10.2,3.3
CN(/N=C/c1ccco1)C1=NS(=O)(=O)c2ccccc21,6.0,-6.2,-1.5,-28.8,78.0,4.5,-8.8,41.1,0.7
Cc1ccccc1OCC(=O)Nc1sc2c(c1C#N)CCC2,2.0,1.6,-1.3,18.0,105.0,1.5,-3.9,11.2,0.7
COc1ccc(C)cc1NC(=O)CNC(=O)[C@@H]1Cc2ccccc2CN1,-2.0,-21.0,-5.8,11.9,92.0,6.3,6.6,3.5,-4.5
O=C(CSc1nnc2c(n1)[nH]c1ccccc12)Nc1nncs1,2.2,-8.4,-1.7,34.8,101.0,1.8,0.0,3.2,-4.8
Cc1ccc(N=C2NC(=O)CC(C(=O)Nc3ccc4c(c3)OCO4)S2)cc1 (configuration not stated),-0.7,-1.5,-0.4,11.9,107.0,0.7,-2.7,12.5,0.2
Cc1nn(-c2ccc(F)cc2)c2sc(C(=O)O)cc12,-3.0,-8.0,-1.4,8.0,2.0*[inhibitor],0.8,-2.3,30.9,-4.9
CCc1ccc(N(CC(=O)NC(C)(C)C)C(=O)CCC(=O)Nc2ccccn2)cc1,-1.1,-7.5,-0.3,30.5,101.0,2.9,-41.1,21.5,4.1
Cc1ccc(NC(=O)C2C3CCCC2C3c2ccccc2)c(C)c1 (configuration not stated),-3.6,9.0,-1.4,1.4,97.0,-3.1,-19.8,-20.4,9.0
CCOc1ccc(NC(=O)CCC(=O)c2ccc(F)cc2)cc1,-1.8,11.0,-4.3,19.1,100.0,3.1,-11.4,5.3,-13.6
COc1cc(C2C3=C(CC(C)(C)CC3=O)NC3=C2C(=O)c2ccccc23)ccc1O (configuration not stated),0.0,4.9,-1.7,-3.7,103.0,-2.7,-6.4,-10.6,4.1
COc1ccc(OC)c(-c2csc(NC(=O)Cc3cc(OC)c(OC)c(OC)c3)n2)c1,-2.4,-23.2,-2.6,15.1,101.0,2.1,-33.4,-4.6,-18.4
CCN(CC(=O)Nc1ccc(NC(C)=O)cc1)C(=O)/C=C/c1cccs1,-1.6,-8.2,-3.0,8.4,98.0,1.0,-8.2,1.8,10.0
COc1ccc(NC(=O)CSCc2ccccc2C)cc1,-3.6,-2.3,-4.2,1.9,93.0,3.5,-10.4,-10.5,-4.0
CCOc1ccc(CCNC(=O)C2=C(C)C(=O)OC23CCCCC3)cc1OCC,-0.7,-0.3,-3.2,-19.3,102.0,0.0,-27.1,22.0,-3.1
CCOc1ccccc1NC(=O)CSc1nnc(NC(=O)c2ccco2)s1,0.1,-10.0,-1.7,19.0,100.0,0.9,-12.8,5.2,-0.1
CC(Sc1nnc(NCc2ccccc2)s1)C(=O)Nc1ccc2c(c1)C(=O)c1ccccc1C2=O (configuration not stated),-1.6,-12.0,0.1,15.8,86.0,0.6,17.7,8.4,-3.1
CC1(C)Oc2ccc(C(=O)NNC(=O)Nc3ccccc3)cc2NC1=O,-0.9,1.8,-0.3,32.5,101.0,2.4,-6.8,-5.7,1.3

# Reprinted at random: four entries already listed
SMILES,VIM-2 inh,p-CIP stab down,IMP-1 inh,PHOSPHO1 block,MEKK3 PB1 HTS,IDE act,FID counter,UBC9 SUMO inh,HCV NS3 hel inh
CCN(CC(=O)Nc1ccc(NC(C)=O)cc1)C(=O)/C=C/c1cccs1,-1.6,-8.2,-3.0,8.4,98.0,1.0,-8.2,1.8,10.0
Cc1ccc(NC(=O)C2C3CCCC2C3c2ccccc2)c(C)c1 (configuration not stated),-3.6,9.0,-1.4,1.4,97.0,-3.1,-19.8,-20.4,9.0
CC1(C)Oc2ccc(C(=O)NNC(=O)Nc3ccccc3)cc2NC1=O,-0.9,1.8,-0.3,32.5,101.0,2.4,-6.8,-5.7,1.3
CCCn1cc(C(=O)N(C)C2CCCN(Cc3ccccc3F)C2)c(C)n1 (configuration not stated),-1.9,-4.9,-0.6,37.6,107.0,3.2,-14.1,-6.1,2.5

# New compounds follow
SMILES,VIM-2 inh,p-CIP stab down,IMP-1 inh,PHOSPHO1 block,MEKK3 PB1 HTS,IDE act,FID counter,UBC9 SUMO inh,HCV NS3 hel inh
CSc1nnc(C)c(/C=C/Nc2ccc(F)cc2F)n1,0.2,-9.7,-2.9,33.9,88.0,-5.2,-3.4,25.5,2.2
CCOc1ccc(C(=O)NC(=S)Nc2cccc(S(=O)(=O)NC3=NCCC3)c2)cc1,-5.1,-9.2,-3.7,-18.3,101.0,-2.4,-23.1,0.6,-1.5
CC(C)(C)c1[nH]nc2c1C(c1cccnc1)C(C#N)=C(N)O2 (configuration not stated),-3.8,-5.8,-6.3,15.9,104.0,-5.1,-4.0,11.6,-2.9
O=C(N/N=C/c1ccc(OC(=O)c2cccc(Br)c2)cc1)c1cccnc1,-1.2,9.0,9.7*,37.0,100.0,1.7,-17.9,1.3,0.6
COc1ccccc1NS(=O)(=O)c1cc(N2Cc3ccccc3C2=N)ccc1N1CCOCC1,-3.2,13.1,-5.2,24.9,99.0,-3.9,24.9,8.4,-61.4
CC(C)CSc1ccc(S(=O)(=O)NCC(=O)O)cc1[N+](=O)[O-],-0.7,7.4,-4.2,28.3,101.0,1.3,-11.3,1.7,14.6
Cc1ccc(C(=O)NC(C)C2CC3CCC2C3)c(C)c1 (configuration not stated),-4.0,-7.4,-1.4,7.0,102.0,3.8,-25.6,-7.5,1.3
S=C1NC[C@H](CC2CCCCC2)N1CCc1cccc2ccccc12,/,-19.8,/,25.1,106.0,-1.3,/,13.7,/
COc1ccccc1NC(=O)C(CCS(C)(=O)=O)N1C(=O)c2ccccc2C1=O (configuration not stated),-1.0,-7.1,-2.0,29.0,/,2.6,1.6,23.6,-4.8
Cc1[nH]n(-c2ccccc2)c(=O)c1N=Nc1ccc(C#N)cc1,-0.8,10.1,-1.6,17.5,101.0,-0.5,1.0,2.6,-5.3
O=C(NNS(=O)(=O)c1ccccc1[N+](=O)[O-])c1cccnc1,-1.1,-3.5,-0.5,23.6,124.0,8.1,0.4,22.3,1.7
COc1ccc2c(CC(=O)OCC(=O)N3CCc4ccccc43)coc2c1,0.0,-6.7,-2.8,5.4,97.0,4.8,-8.5,2.3,0.9
CCCCNC(=O)N1CCN(C(=O)c2ccco2)CC1,-2.2,-20.7,-1.4,24.7,94.0,6.1,1.8,24.4,-9.9
O=C(CNc1ccc2ccccc2c1)N/N=C/c1ccc([N+](=O)[O-])o1,4.7,-4.6,-6.0,3.9,99.0,4.8,-12.2,22.8,54.7*
COc1ccc(N2CCN(c3oc(-c4ccco4)nc3C#N)CC2)cc1,0.1,-8.0,-2.9,6.6,96.0,0.1,-7.9,0.3,-6.3
CC12CCC(C/C1=N\N=C1\NC(=O)/C(=C\c3cccc(Br)c3)S1)C2(C)C (configuration not stated),-0.9,-18.5,-0.9,-13.2,97.0,3.2,-1.8,-9.8,-3.4
COc1ccc([N+](=O)[O-])cc1NC(=O)CCS(=O)(=O)c1ccc(Br)cc1,-1.5,-9.1,1.1,23.3,97.0,6.2,7.1,13.6,5.8
O=C(OCC(=O)N1CCN(C(=O)c2ccco2)CC1)c1ccccc1Cc1ccccc1,-2.4,-1.8,-3.2,-5.5,/,0.8,-44.5,-2.4,-11.1
NNC(=O)c1cc2ccccc2cc1O,0.0,-0.9,-3.8,19.2,125.0,5.6,-7.0,-5.2,28.1
CCOc1ccc(OCC(=O)Nc2ccc(N3CCCCC3)cc2)cc1,-1.3,-5.3,0.7,27.6,103.0,-0.9,-30.8,15.8,8.5
COc1ccc(Cl)cc1NC(=S)N(CCCN1CCOCC1)Cc1cn(C)c2ccccc12,-1.7,1.7,-4.3,-4.0,104.0,-2.1,6.8,5.9,-54.8
COc1ccc(N2CCN(C(=O)CSc3ncnc4c3cnn4-c3ccccc3C)CC2)cc1,-1.0,-3.2,-2.7,-17.0,99.0,-4.5,-1.0,10.9,3.8
Cc1ccccc1NC(=O)Nc1ccccn1,0.2,-18.5,-5.3,13.9,99.0,-3.7,-8.6,-10.0,-1.1
Cc1ccc(-c2nnn(CC(=O)N(c3ccccc3F)C(C(=O)NC3CCCC3)c3ccncc3)n2)o1 (configuration not stated),-0.2,-3.5,-1.0,10.2,105.0,2.3,-37.0,9.5,-11.2
CCCCc1cc(=O)oc2cc(C)cc(OCC(=O)NCCN3CCOCC3)c12,2.1,8.0,-1.4,10.6,99.0,1.9,-5.3,17.1,10.7
O=C(Nc1nc2ccc(F)cc2s1)c1cccc(S(=O)(=O)N2CCc3ccccc32)c1,-3.4,-8.2,-2.8,-8.1,106.0,4.0,2.4,6.8,-0.4
NC(=S)N=Nc1c(O)n(Cc2ccccc2)c2ccccc12,-2.8,-4.8,-2.3,-12.0,103.0,3.5,1.6,-18.7,0.2
O=C(CCCn1c(=O)c2sccc2n(CC(=O)NCC2CCCO2)c1=O)NCc1ccco1 (configuration not stated),1.5,5.3,0.9,-28.8,94.0,5.9,-4.2,2.9,20.7
Cc1ccc(-n2nnnc2Sc2nc([N+](=O)[O-])nn2C)cc1C,-2.1,-16.8,-2.4,10.1,101.0,-0.7,1.0,-3.3,-0.1
COC(=O)[C@H](C)NC(=O)Nc1cc(OC)ccc1OC,-1.9,-7.1,-4.7,24.6,104.0,4.7,5.4,4.9,-0.7
COCCn1c(Cc2ccccc2)nnc1SCC(=O)Nc1ccccc1,0.1,0.8,-3.0,27.9,90.0,-3.2,-16.6,13.6,-3.0
NS(=O)(=O)c1ccc(NC(=O)CN2CCCCC2)cc1,0.7,-0.4,-1.5,-11.6,100.0,5.1,2.4,30.3,1.1
Cc1ccccc1SCC(=O)OCC(=O)Nc1ccc(N(C)C)cc1,-2.9,6.1,-3.3,-37.5,100.0,2.2,-11.3,-4.1,-6.1
Cc1nc(NC(=O)/C=C/c2ccc(Cl)cc2Cl)sc1C(=O)N(C)C,-1.3,-18.3,-2.4,-4.5,101.0,3.0,-1.0,11.9,4.8
N=c1c2c(-c3ccccc3)c(-c3ccccc3)n(Cc3ccccc3)c2ncn1CCCn1ccnc1,-4.0,8.3,-3.1,58.9,105.0,-4.0,40.0*,-7.8,-83.4

# Assay outcomes as filed in PubChem BioAssay.
